# KCNQ1 inh: human KCNQ1 channel inhibition. CHO-K1 KCNQ1, FluxOR thallium flux fluorescence; active compounds read high. P51787. AID 2642. hit rate 1.3% among 310,000. B-score at 10 µM;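 active means compounds whose thallium flux B-score, printed positive for inhibition, exceeds three library SD while starting fluorescence stays within three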;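 further: channel opened by potassium depolarization with thallium stimulus after 20 min compound exposure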
# TMEM16A act: activates or potentiates the mouse TMEM16A chloride channel. Q8BHY3. HEK293 TMEM16A/YFP-H148Q/I152L, iodide quench fluorescence; active compounds read low. B-score at 10 µM. hit rate 0.3% among 340,000;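 active means fluorescence-ratio B-score plate-corrected deviation score at least 3 library SD below zero, with starting fluorescence score within 5 deviations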;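 further: channel opened by trigger with iodide after compound preincubation; score built on the fluorescence ratio of max minus min over baseline; more negative score means more quench and so TMEM16A activation or potentiation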
# SKKanGAS inh: inhibitors of SKKanGAS S. pyogenes growth in kanamycin (SK-promoter or general growth effect) | BacTiter-Glo, 6 h | inhibition, % at 7.5 µM | hit rate 1.3% among 300,000 | AID 1662;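 active means mean replicate score, as percent of positive control median, at least 50; inconclusive means mean below 50 but one replicate at or above 50; inactive means mean and every replicate below 50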;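 further: strain carries kanamycin resistance gene driven by streptokinase promoter and grows in 40 µg/ml kanamycin; loss of luminescence reflects streptokinase promoter inhibition or plain growth inhibition; 0% = median of DMSO wells and 100% = positive control at its reference dose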
# RGS4 block: human RGS4 inhibition; P49798; HEK293 M3R/RGS4 inducible, Fluo-4 calcium flux; active compounds read high; triggered by carbachol at its EC20; B-score at 10 µM; hit rate 0.45% among 310,000; AID 463165;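 active means B-score, a plate-corrected calcium signal, over three deviations above library mean, with baseline fluorescence within five deviations of library mean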;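 further: RGS4 expression induced by doxycycline in cells with stable M3 receptor; B-score is computed from the integrated fluorescence ratio over baseline after carbachol; higher B-score means a larger calcium signal and so more RGS4 inhibition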
# Target sequence (P49798 whole entry, looked up): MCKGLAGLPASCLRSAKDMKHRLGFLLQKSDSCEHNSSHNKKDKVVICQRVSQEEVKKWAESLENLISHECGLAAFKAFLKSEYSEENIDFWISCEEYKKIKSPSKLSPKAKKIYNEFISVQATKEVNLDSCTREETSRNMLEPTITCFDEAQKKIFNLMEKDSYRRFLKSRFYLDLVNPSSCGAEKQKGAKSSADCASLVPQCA
# KCNQ1 pot: potentiators or activators of human KCNQ1 potassium channel | CHO-K1 KCNQ1, thallium flux FluxOR fluorescence; active compounds read high | B-score at 10 µM | P51787 | AID 2648 | hit rate 0.35% among 310,000;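 active means fluorescence ratio B-score, a plate-corrected score, at least three library SD, with initial intensity B-score within 5 SD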
#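 Medium – assay buffer, equal DMSO in all wells · Material – CHO-K1 cell line with stable KCNQ1 potassium channel expression · Signal – kinetic FluxOR thallium fluorescence, 10-s 1-Hz baseline, 110-s post-stimulus read · Compound – single concentration per compound, DMSO matched to controls · Schedule – 37 °C overnight plating, 90-min dark dye load, 20-min compound pretreatment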
# hERG protect: hERG (human) protection from proarrhythmic block. CHO-hERG, FluxOR thallium flux, dofetilide IC70 present. hit rate 0.51% among 310,000. activation (rescue from dofetilide block), less the hit threshold, % at 10 µM. Q12809;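 active means activation above the mean of controls blocked by dofetilide plus 5 SD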;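 further: thallium influx through hERG after potassium depolarization seen as dye fluorescence rise; in these data hits start at about 4.7%; inactives centre near -7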
# KCNK9 block: human KCNK9 channel inhibition. HEK293 KCNK9, FluxOR thallium flux fluorescence; active compounds read low. B-score at 10 µM. hit rate 1.2% among 310,000. AID 488922;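 active means ratio B-score over 3 SD below the library mean, with starting fluorescence within 5 SD of its mean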;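 further: negative B-score means less thallium flux so channel inhibition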
# Target sequence (Q9NPC2 whole entry, looked up): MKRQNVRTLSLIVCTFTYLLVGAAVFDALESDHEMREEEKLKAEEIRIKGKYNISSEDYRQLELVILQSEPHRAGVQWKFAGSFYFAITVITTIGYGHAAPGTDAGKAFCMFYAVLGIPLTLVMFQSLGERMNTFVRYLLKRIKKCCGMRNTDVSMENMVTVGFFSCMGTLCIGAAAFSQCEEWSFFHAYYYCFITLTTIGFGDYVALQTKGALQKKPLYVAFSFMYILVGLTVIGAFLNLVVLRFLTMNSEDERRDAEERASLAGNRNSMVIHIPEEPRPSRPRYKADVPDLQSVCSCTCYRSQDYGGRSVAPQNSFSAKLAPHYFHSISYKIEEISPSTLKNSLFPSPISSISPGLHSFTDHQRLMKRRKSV
# ANO1 block: inhibitors of mouse TMEM16A calcium-activated chloride channel | normalized B-score (activity score, 25-100; higher = stronger inhibition) at 10 µM | Q8BHY3 | HEK293 TMEM16A/YFP iodide influx fluorescence, ionomycin | AID 588511 | hit rate 1.2% among 310,000;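 active means ratio plate-corrected score three or more library SD toward inhibition, starting fluorescence score within five deviations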;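 further: score derived from kinetic fluorescence span divided by baseline fluorescence per well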
# RGS4 act: potentiators or activators of RGS4. HEK293 M3R/inducible RGS4, carbachol calcium flux Fluo4; active compounds read low. B-score at 10 µM. hit rate 0.92% among 310,000;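 active means B-score of the integrated calcium signal more than 4 SD below the library mean, with starting fluorescence not abnormally high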;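 further: negative B-score means reduced calcium response which marks RGS4 activation or potentiation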
#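 Test system: HEK293 cells with stable M3R and inducible RGS4; also added: carbachol at ECmax as muscarinic agonist stimulus; schedule: dye loading 30 min 37 °C, buffer rest 30 min RT; technique: kinetic calcium fluorescence imaging with Fluo4-AM dye, 2 µM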
# KCNK3 inh: human KCNK3 channel inhibition, primary screen; O14649; B-score at 10 µM; hit rate 0.84% among 340,000; CHO-KCNK3 thallium flux, FluxOR fluorescence; active compounds read low; AID 602410;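 active means B-score under library mean minus 4 SD, starting fluorescence ratio at most library mean plus 5 SD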;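 further: more negative B-score means stronger inhibition of thallium flux through KCNK3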
# Target sequence (O14649 whole entry, looked up): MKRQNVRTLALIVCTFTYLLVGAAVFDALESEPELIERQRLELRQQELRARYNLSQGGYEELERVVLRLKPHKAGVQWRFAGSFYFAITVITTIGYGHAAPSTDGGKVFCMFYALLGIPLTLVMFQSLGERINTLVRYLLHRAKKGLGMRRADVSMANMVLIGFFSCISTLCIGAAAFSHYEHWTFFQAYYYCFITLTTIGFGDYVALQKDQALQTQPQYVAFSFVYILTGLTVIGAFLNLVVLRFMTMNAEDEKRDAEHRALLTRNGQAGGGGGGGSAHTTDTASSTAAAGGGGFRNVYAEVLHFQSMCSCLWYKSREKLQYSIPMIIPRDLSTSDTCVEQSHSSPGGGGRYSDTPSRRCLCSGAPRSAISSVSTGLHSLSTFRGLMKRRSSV
# HDAC3 inhib: blocks human histone deacetylase 3; hit rate 0.15% among 320,000; inhibition, % at 8.3 µM; recombinant HDAC3, fluorogenic peptide/trypsin coupled, fluorescence; O15379; in the data active means inhibition above about 26%, passing the limit was not always enough; inconclusive means no clear call, values can overlap the other calls
# * hit, by the source's call; i = inactive; ? = inconclusive; / = no result given.
compound	KCNQ1 inh	TMEM16A act	SKKanGAS inh	RGS4 block	KCNQ1 pot	hERG protect	KCNK9 block	ANO1 block	RGS4 act	KCNK3 inh	HDAC3 inhib
CC(Oc1ccccc1)C(=O)NNS(=O)(=O)c1ccc([N+](=O)[O-])cc1 (configuration not stated)	i	i	6	i	i	-13	i	i	i	i	2
O=C(Cc1ccccc1F)Nc1ccc(S(=O)(=O)Nc2ncccn2)cc1	i	i	7	i	i	-5	i	i	i	i	-5
O=[N+]([O-])/C=C/c1ccc2c(ccn2Cc2ccccc2)c1	i	i	81*	45*	i	-9	-9.6*	i	i	i	-2
CC(C)CC(OC(=O)c1ccco1)C(=O)NCC1CCCO1 (configuration not stated)	i	i	7	i	i	-9	i	i	i	i	-9
CC(=O)N1[C@H](Cc2ccccc2)C=C[C@]1(C)C(=O)NCc1ccccn1	i	i	-4	i	i	-8	i	i	i	i	7
N#CCN(N=Nc1ccccc1)c1ccccc1	i	i	2	i	i	-6	i	i	i	i	-6
CCOc1ccccc1CN(CCc1ccc2c(c1)OCO2)Cc1ccccn1	i	i	9	i	i	-16	i	i	i	i	4
Cc1cc(Nc2ccc(Cl)cc2)n(-c2ccccc2)n1	i	i	-2	i	i	-7	i	i	i	i	-4
Cc1ccc(/C=N/NC(=O)c2ccncc2)o1	i	i	5	i	i	-2	i	i	i	i	7
COc1ccc(OC)c(/C(O)=C/C(=O)C(=O)Nc2ccccc2OC)c1	i	i	-9	i	i	-4	i	i	i	i	0
Cc1ccccc1NC(=O)c1cc([N+](=O)[O-])ccc1NCCN1C(=O)CCC1=O	i	i	20	i	i	-17	i	i	i	i	-1
CC(=O)OCc1cc2cccc(C)c2[nH]c1=O	i	i	-3	i	i	-6	i	i	i	i	1
O=C(CCCCn1c(=O)[nH]c2ccccc2c1=O)NCCc1c[nH]c2ccccc12	i	i	-1	i	i	-6	i	i	i	i	-1
O=c1[nH]c(/C=C/c2cccc(Br)c2)nc2ccccc12	i	i	-8	i	i	-10	i	i	i	i	-4
COc1ccc(-c2cc(C3CCN(C(=O)OC(C)(C)C)CC3)[nH]n2)cc1	i	i	4	i	i	-21	i	i	i	i	4
CCOC(=O)CN1C(=O)N[C@@H](c2cccs2)C(C(C)=O)=C1C	i	i	2	i	i	-6	i	i	i	i	9
CC(C)NC1CS(=O)(=O)CC1O (configuration not stated)	i	i	4	i	i	-2	i	i	i	i	0
CCOC(=O)C1CCCN(C(=O)/C=C/c2ccccc2[N+](=O)[O-])C1 (configuration not stated)	i	i	18	i	i	-5	i	i	i	i	-2
O=C(Cn1nc(C(=O)O)c2ccccc2c1=O)NCCC1=CCCCC1	i	i	-6	i	i	-4	i	i	i	i	-4
COc1ccc(Cl)cc1NC(=O)CS(=O)(=O)c1cccc2nsnc12	i	i	7	i	i	-9	i	i	i	i	0
CCOc1c2ccc(C(=O)NCc3ccco3)cc2nn1CCOC	i	i	-1	i	i	-8	i	i	i	i	-17
CCCCN1C(=O)/C(=C2/Sc3ccc(OC)cc3N2CC)SC1=S	i	i	1	i	i	-1	i	i	i	i	2
O=C(CSc1ncn[nH]1)Nc1c(F)cc(F)cc1Br	i	i	-5	i	i	-8	i	i	i	i	2
CC(=O)Nc1ccc(NC(=O)c2ccc(NC(=O)c3ccccc3)cc2)cc1	i	i	-4	i	i	-2	i	i	i	i	6
COc1ccc([C@@]2(O)c3c(ccc(CC=C(C)C)c3O)NC(=O)[C@@H]2OC)cc1	i	i	14	i	i	-10	i	i	i	i	7
Cc1cccc(CNS(=O)(=O)c2ccc(-c3cnc(C4CC4)o3)cc2)c1	i	i	-4	i	i	-8	i	i	i	i	4
O=C(Nc1ccccn1)c1cccc(S(=O)(=O)N2CCCC2)c1	i	i	18	i	i	3	i	i	i	i	-9
Cc1ccc2cc(/C=N/NC(=O)[C@@H]3CCCN3)c(Cl)nc2c1	i	i	-1	i	i	-7	i	i	i	i	?
Cc1ccc(O)c(NC(=S)NC(=O)/C=C/c2ccco2)c1	i	i	4	i	i	-3	i	i	i	i	-9
O=C1OCCN1C(=O)[C@H]1[C@H](c2ccc([N+](=O)[O-])cc2)C(c2cccc(Cl)c2)=NN1c1ccccc1	i	i	16	i	i	-11	i	i	i	i	-1
CC(=O)Nc1ccc(C(=O)Nc2nnc(CCc3ccccc3)s2)cc1	i	i	-6	i	i	-12	i	i	i	i	-41
Cc1ccc(C(=O)Nc2cccc3cccnc23)cc1C	i	i	0	i	i	-7	i	i	i	-9.9*	-6
COC(=O)c1sc(NC(=O)CSc2nnnn2-c2ccc(C)cc2C)nc1C	i	i	4	i	i	-8	i	i	i	i	1
CC(C1CC1)N(Cc1ccccc1)C(=O)NC(=O)c1ccc(F)cc1 (configuration not stated)	i	i	1	i	i	-1	i	i	i	i	0
COc1cc(/C=C/C(=O)OCC(=O)N2CC(=O)Nc3ccccc32)ccc1O	i	i	-4	i	i	-12	i	i	i	i	-5
CCSC1(SCC)N=C(N)C2(C#N)C(c3ccccc3)NC(C)=C(C)C12C#N (configuration not stated)	i	i	-11	i	i	-7	i	/	i	i	/
O=C(Cc1nn[nH]n1)Nc1ccc(F)cc1F	i	i	-1	i	i	-2	i	i	i	i	-8
CCc1cccc(OCC(=O)Nc2ccc(S(=O)(=O)N3CCCC3)cc2)c1	i	i	-1	i	i	-9	i	i	i	i	1
O=C(O)CCC(=O)N1CCC(C(=O)c2cccc(Cl)c2)CC1	i	i	4	i	i	-5	i	i	i	i	-1
COc1cc(C2OCC3C(c4cc(OC)c(OC)c(OC)c4)OCC23)cc(OC)c1OC (configuration not stated)	i	i	-3	i	i	-8	i	i	i	i	3
O=c1cc(N2CCOCC2)[nH]c(=O)n1-c1ccc(Br)cc1	i	i	-1	i	i	-8	i	i	i	i	5
O=C1Nc2ccccc2C12Nc1ccccc1-c1nc3ccccc3n12 (configuration not stated)	i	i	25	i	i	-16	i	i	i	i	-3
Cc1ccc(-c2nnn(CC(=O)N(c3ccccc3)C(C(=O)NCC3CCCO3)c3ccc(Cl)cc3)n2)cc1 (configuration not stated)	i	i	12	i	i	-4	i	i	i	i	-1
Cc1nn(-c2ccccc2)c(Cl)c1C(=O)Nc1ccccc1	i	i	3	i	i	-10	i	i	i	i	-9
COc1ccc(CN2C(=O)CCC2(C)C(=O)NC2CCCC2)c(OC)c1 (configuration not stated)	i	i	-4	i	i	-10	i	i	i	i	-3
Cc1onc(-c2ccccc2)c1C(=O)Nc1nc2c(s1)C(=O)CC(C)(C)C2	i	i	24	i	i	2	i	i	i	i	-2
Cc1ccc(S(=O)(=O)c2nc(Nc3ccccc3C#N)sc2Cl)cc1	i	i	0	i	i	-2	i	i	i	i	-1
Cn1c(/C(C#N)=C(\O)c2ccc(S(=O)(=O)N3CCCCC3)cc2)nc2ccccc21	i	i	1	i	i	-7	i	i	i	i	-8
CC(=O)c1ccc(OCC(O)CN2CCN(CC(O)COc3ccc(C(C)=O)cc3)CC2)cc1 (configuration not stated)	i	i	2	i	i	-7	i	i	i	i	9
O=C(Nc1ccccc1)c1ccccc1CC[N+](=O)[O-]	i	i	-1	i	i	-3	i	i	i	i	0
O=C(NCN1CCN(c2ccccc2)CC1)c1cnccn1	i	i	-2	i	i	-5	i	i	i	i	7
NC(=O)c1ccc(NC(=O)COC(=O)CCCN2C(=O)c3cccc4cccc(c34)C2=O)cc1	i	i	0	i	i	-6	i	i	i	i	-3
CCOc1cc(N2CCOCC2)c(OCC)cc1NC(=O)COC(=O)COc1cc(C)cc(C)c1	i	i	-1	i	i	-19	i	i	i	i	-6
O=C(Nc1ccccc1Cl)C1C2CCC3C(CCC21)C3(Cl)Cl (configuration not stated)	i	i	-4	i	i	-3	i	i	i	i	6
CCCn1c(NCCO)nc2ccccc21	i	i	-1	i	i	2	i	i	i	i	1
O=C(O)CSCCOc1ccc(OCCSCC(=O)O)cc1	i	i	-2	i	i	-2	i	i	i	i	-3
O=C(NCc1ccc2c(c1)OCO2)c1ccc(CSCc2cccc(Cl)c2)o1	i	i	-13	i	i	-14	-7.5*	i	i	i	3
CCSc1nc2ccccc2n1CC(=O)N1CCOCC1	i	i	-1	i	i	-5	i	i	i	i	12
COc1cccc(C(=O)Nc2cc3c(cc2Br)OCCCO3)c1	i	i	-6	i	i	-15	i	i	i	i	4
N=c1sccn1CC(=O)N1N=C(c2ccc(Cl)cc2)CC1c1ccco1 (configuration not stated)	i	i	-1	i	i	-12	i	i	i	i	1

# Next compounds
compound	KCNQ1 inh	TMEM16A act	SKKanGAS inh	RGS4 block	KCNQ1 pot	hERG protect	KCNK9 block	ANO1 block	RGS4 act	KCNK3 inh	HDAC3 inhib
Cc1ccc(S(=O)(=O)N2CCN(c3cnn(C)c(=O)c3Cl)CC2)cc1	i	i	0	i	i	-2	i	i	i	i	-2
COC(=O)c1sccc1NC(=O)Nc1cc(C)ccc1C	i	i	3	i	i	-12	i	i	i	i	4
CC(=O)c1ccc(NC(=O)[C@@H]2CCCN2C(=O)OC(C)(C)C)cc1	i	i	1	i	i	-1	i	i	i	i	1
Cc1cc(/C=C\c2nc(O)c([N+](=O)[O-])c(=O)[nH]2)c(C)n1-c1ccccc1	i	i	2	i	i	1	i	i	i	i	0
Cc1oc(-c2cccc(F)c2)nc1CN1CCCCC1CCn1cccn1 (configuration not stated)	i	i	-1	i	i	-13	i	i	i	i	12
CCOc1ccc2nc(NC(=O)C3=NN(c4ccccc4)C(=O)CC3)sc2c1	i	i	22	i	i	-17	i	i	i	i	0
Cc1cccc(COCC(CC(C)C)N2CCN(C(=O)c3ccc(C(C)(C)C)cc3)CCC2=O)c1 (configuration not stated)	i	i	11	i	i	-13	i	i	i	i	18
CCOC(=O)c1[nH]c(C)c(C(=O)NCCCOC(C)C)c1C	i	i	-5	i	i	0	i	i	i	i	2
O=C(c1noc2c1CCc1ccccc1-2)N1CCCc2ccccc21	i	i	-12	i	i	-13	i	i	i	i	0

# Screening results (PubChem BioAssay)
